Nrf2 block: inhibitors of Nrf2 signaling; AID 504444; Potency, µM (series often up to 46 µM), inactives show at the top dose activity change, negative = inhibition, hits mostly inhibitors; hit rate 2.1% among 360,000; A549 ARE-Fluc reporter, luciferase luminescence, 18-24 h; also: potency is read from the fitted curve at half-maximal effect; % is scaled to controls: 0 for no effect and ±100 for the full control effect; nearly all actives have a fitted effect of over 60% in size
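Nrf2 activity is the BugLite luminescence, read 15 min after reagent at room temperature, following CellTiter-Fluor cytotoxicity readout (30 min, 37C). Compound titrations were applied for 18-24 h to 5000 A549 ARE_Fluc cells/well in 5% FBS OPTI-MEM.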
IL1B secr inh: inflammasome signaling inhibition, IL-1 beta readout. THP-1 LPS/ATP IL-1B secretion, AlphaLISA, 16 h; stronger effect = lower value. activity change, % at 57.5 µM. hit rate 4.7% among 360,000; in the data active = activity change below about -50%; inconclusive = mostly about -30% to -49%; also: % is scaled to controls: 0 for no effect and ±100 for the full control effect
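Secreted IL-1B measured by AlphaLISA bead assay after 16 h compound exposure of THP-1 cells; compounds (final up to 57.5 uM) added 1 h before LPS (250 ng/mL) and ATP (1.25 mM) stimulation; lower signal means less secretion.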
TGFb SMAD3 inh: blocks TGF-b signaling; HepG2 CAGA-GFP TGF-b/SMAD3 reporter, GFP fluorescence, 18 h; TGF-beta stimulated, 500 pg/mL final; Potency, µM (highest dose often 46.1 µM), for inactives: at the top dose activity, negative = inhibition, actives largely listed as inhibitors; hit rate 1.2% among 410,000; AID 588855; also: potency is read from the fitted curve at half-maximal effect; % is scaled to controls: 0 for no effect and ±100 for the full control effect; nearly all actives have a fitted effect of over 65% in size
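Inhibition of TGF-beta-driven CAGA-GFP reporter expression in HEPG2 cells is measured by cellular GFP fluorescence after 18 h stimulation with 500 pg/mL recombinant TGF-beta in 1% FBS medium at 37 degrees C.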
A549 viability: kills or reduces viability of A549 cells in Nrf2 counter-screen. Potency, µM (series often up to 46 µM), inactives show at the highest dose activity change, negative = cytotoxicity, most hits filed as inhibitors. hit rate 0.16% among 390,000. A549 ARE-Fluc cells, CellTiter-Fluor viability, 18-24 h; also: potency is read from the fitted curve at half-maximal effect; % is scaled to controls: 0 for no effect and ±100 for the full control effect
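A549 ARE_Fluc cells in 5% FBS OPTI-MEM were exposed to compounds in concentration-response for 18-24 h at 37 deg C. Viability was read by CellTiter-Fluor fluorescence (Ex 405/Em 525) after 30 min, before the luciferase read.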
ATXN viability: cell viability loss in ATXN counter-screen. S2 cells (HEK-293 line with an ATXN2-luciferase reporter) viability, CellTiter-Fluor protease fluorescence, 24 h. Potency, µM (doses to about 56.7 µM), actives largely listed as cytotoxic. hit rate 0.49% among 400,000. AID 651635; also: potency is read from the fitted curve at half-maximal effect; nearly all actives have a fitted effect of over 40% in size
MCF10A rerep: DNA re-replication induction in MCF 10a cells | MCF 10A DNA re-replication, Hoechst nuclear intensity, 48 h | Potency, µM (top dose mostly 46.1 µM), inactives show at the top dose activity, positive = re-replication, usual class: activators | hit rate 2.9% among 350,000 | AID 624296; also: potency is read from the fitted curve at half-maximal effect; % of control where 0% means no effect; nearly all actives have a fitted effect of over 50% in size
ATXN2 expr inh: reduces ATXN2 reporter expression in HEK-293 cells; HEK-293 ATXN2-luciferase reporter, luminescence, 24 h; Potency, µM (titrated, usually from 57 µM), for inactives: top-dose activity change, negative = inhibition, actives largely listed as inhibitors; hit rate 0.72% among 360,000; AID 1745845; also: potency is read from the fitted curve at half-maximal effect; % is scaled to controls: 0 for no effect and ±100 for the full control effect; nearly all actives have a fitted effect of over 55% in size
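ATXN2-luciferase reporter cells (luciferase flanked by upstream and downstream ATXN2 gene portions) were treated 24 h at 37 °C with compounds at up to 57 uM. SteadyGlo luminescence gave expression; GF-AFC fluorescence gave viability.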
HepG2 tox: counter-screen for TGF-b inhibitors: cytotoxicity in HepG2 cells; Potency, µM (highest dose often 46.1 µM), for inactives: at the highest dose activity change, negative = cytotoxicity, usual class: cytotoxic; hit rate 0.76% among 410,000; HepG2 CAGA-GFP viability, ATP luminescence, 18 h; also: potency is read from the fitted curve at half-maximal effect; some results filed as inactive show a strong effect at the top dose
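HepG2 CAGA-GFP cells (1000/well, DMEM with 1% FBS) received compound, then TGF-beta at 500 pg/mL final, and were incubated 18 hours at 37 degrees C. Viability was read by CellTiter-Glo luminescence. Media-only wells were set as complete cell-killing and DMSO as no toxicity.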
Nrf2 ARE act: activators of Nrf2 (ARE) signaling | AREc32 ARE-luciferase reporter (MCF7-derived line), luminescence, 24 h | hit rate 0.31% among 410,000 | Potency, µM (series often up to 46.1 µM), without a hit: top-dose activation, actives largely listed as activators; also: potency is read from the fitted curve at half-maximal effect; % of control where 0% means no effect; nearly all actives have a fitted effect of over 65% in size
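Nrf2 activation is followed as ARE-luciferase induction in the AREc32 line after one day of compound treatment; luminescence is read with Steady-Glo.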
* marks the source's active call; other numbers are inactive results; i = inactive; u = inconclusive; x = not tested or not shown; & = joins results of further samples; [ ] = dose if it differs, or a comment. Unless noted, calls follow the shape of the dose curve; as a rule, active = well fitted curve in the direction sought with a large enough effect; inconclusive = small, poorly fitted or top-dose-only effect, or another doubt; inactive = no such curve, though single readings can be large; an effect the other way counts as inactive or inconclusive.

SMILES	Nrf2 block	IL1B secr inh	TGFb SMAD3 inh	A549 viability	ATXN viability	MCF10A rerep	ATXN2 expr inh	HepG2 tox	Nrf2 ARE act
CC(=O)c1ccc(NC(=O)c2cc(-c3cccs3)on2)cc1	23.8%	-27.0	-12.7%	16.2%	i	-17.3%	16.8%	-15.2%	2.6%
Cc1ccccc1NC(=O)CSc1n[nH]c(-c2ccccn2)n1	-14.8%	152.4	-17.0%	-2.9%	u	u	22.4µM*	-33.4%	-1.1%
O=C(NCc1ccco1)c1ccc2c(c1)N(Cc1ccc(F)cc1)C(=O)c1ccccc1S2(=O)=O	u	x	x	-14.0%	x	x	x	-45.8%	7.3%
Cn1c2ccccc2c2nn(-c3ccccc3)c(=O)cc21	u	-29.3	-15.6%	-6.8%	i	2.2%	3.3%	-12.6%	0.4%
CC(C)OCCCN1C(=O)c2[nH]nc(-c3ccccc3O)c2C1c1cccc(Cl)c1 (stereo unspecified)	-22.1%	u	u	-13.4%	u	u	u	-87.5%	2.7%
COc1ccc(N2CCN(C(=O)CSc3nnc(NC(=O)C4CCC4)s3)CC2)cc1	-9.0%	15.0	-1.8%	0.9%	i	u	-11.0%	-2.8%	-0.5%
CC(c1ccccc1)N1CCN(C(=O)CCl)CC1 (stereo unspecified)	-9.1%	-78.8*	u	0.1%	u	u	x	-26.7%	u
Cc1cccc(N2CCN(C(=O)Cn3ncc4c([nH]c5ccccc54)c3=O)CC2C)c1 (stereo unspecified)	1.1%	x	14.2%	0.0%	u	x	7.9%	6.7%	0.0%
Cc1ccc(N2CC(C(=O)N3CCN(Cc4ccc5c(c4)OCO5)CC3)CC2=O)cc1 (stereo unspecified)	2.7%	6.4	1.5%	-1.4%	i	7.4%	15.9%	-1.2%	-1.1%
O=C(c1ccco1)N1CCN(C(c2ccccc2)c2nnnn2C2CCCC2)CC1 (stereo unspecified)	x	11.4	9.4%	0.0%	i	-2.0%	1.1%	4.6%	-2.0%
O=C(OCc1cccc(C(F)(F)F)c1)c1ccc[nH]c1=O	-23.5%	-3.0	4.0%	-14.5%	i	-5.6%	11.2%	11.5%	2.9%
N#CCCn1cc(C(=O)N2CCCCC2)c(-c2ccc([N+](=O)[O-])cc2)n1	-7.0%	-1.1	-15.8%	-5.4%	i	-0.6%	-22.5%	19.7%	-0.9%
COc1cccc(C2=NN(C(=O)C3CC3)C(O)(C(F)(F)F)C2)c1 (stereo unspecified)	x	0.3	-4.9%	x	i	x	x	0.2%	-0.9%
CC(=O)N1CCN(c2ccc(NS(=O)(=O)c3ccc(C)cc3)cc2)CC1	0.1%	24.7	9.9%	1.1%	i	-3.6%	4.6%	-17.0%	0.3%
Cc1ccc(-c2nc(CS(=O)(=O)CC(=O)NCc3ccc4c(c3)OCO4)c(C)o2)cc1	-34.2%	-7.3	u	-13.0%	x	11.8%	x	-14.3%	-0.1%
NS(=O)(=O)c1ccc(S(=O)(=O)N2CCCC(c3ccccc3)C2)cc1 (stereo unspecified)	x	3.0	-12.3%	x	i	x	x	3.4%	-0.1%
CCOc1ccc(C(=O)NC(C)C2COc3ccccc3O2)cc1 (stereo unspecified)	0.3%	2.1	-1.6%	-0.2%	i	-4.1%	18.6%	-7.3%	3.3%
Cc1ccc(CCNS(=O)(=O)c2ccc(C)cc2)cc1	-11.1%	-21.8	-12.0%	6.5%	x	4.6%	x	-7.6%	-0.6%
COc1cccc(C(=O)COc2ccc(NC(=O)c3ccccc3)cc2)c1	-30.2%	-10.2	-21.0%	1.5%	i	u	-12.0%	-27.7%	-1.1%
COc1ccc(CCN(C)CCCC(C#N)(c2cc(OC)c(OC)c(OC)c2)C(C)C)cc1OC (stereo unspecified)	11.3%	-24.1	11.7%	-4.8%	u	-10.7%	5.8%&-11.7%	-8.3%	5.1%
S=C(Nc1ccc2[nH]ccc2c1)NC1CCCCC1	u	9.3	-1.6%	7.4%	i	-3.4%	14.7%	-67.0%	4.0%
CCn1nc(NS(=O)(=O)c2ccccc2)c2cc3cccc(C)c3nc21	-5.8%	27.2	u	-10.8%	i	u	-2.4%	-28.3%	-0.7%
N#C/C(=C\c1ccc(-c2nc3ccccc3s2)o1)C(N)=O	u	23.2	-3.5%	-4.4%	i	0.4%	46.4%[activator]	0.3%	11.2µM*
C/C(Cn1nnc([N+](=O)[O-])n1)=N\NC(=O)c1cccc(Cl)c1	-11.9%	30.9	u	-15.6%	u	3.1%	-27.1%	-51.7%	8.4%
O=C(CSc1nnc(NC(=O)c2c(F)cccc2F)s1)NC1CC1	-6.6%	9.3	-2.2%	0.6%	i	-7.2%	21.8%	-3.3%	0.2%
CCCC(=O)N1CCN(c2ccc(NC(=O)c3cccs3)cc2Cl)CC1	-14.5%	-84.4*	5.1%	2.6%	i	-5.3%	-7.1%	-5.6%	-0.1%
O=C1c2oc3ccc(Br)cc3c(=O)c2C(c2cccc(F)c2)N1CCO (stereo unspecified)	x	-24.3	0.8%	-1.2%	i	0.6%	-7.4%	21.7%	0.7%
COc1cc2c(cc1OC)CN(Cc1ccc(C)s1)CC2	-12.6%	-2.9	-2.7%	-11.5%	i	u	-8.0%	-10.6%	-0.5%
CC(=O)c1cccc(NC(=S)NC(=O)c2cccc(C)c2)c1	27.7%	-5.6	-6.8%	4.8%	i	-0.8%	73.1%[activator]	-4.7%	4.6%
CCOc1c(Br)cc(C(=O)NCCCn2ccnc2)cc1OC	-5.7%	0.0	4.1%	0.9%	i	0.7%	-2.4%	-27.2%	-0.9%
Nc1ccc2nn(-c3ccc(F)cc3)nc2c1	u	4.7	5.5%	11.0%	x	18.4µM*	x	-51.7%	8.9%
CCOC(=O)C1CCN(C(=O)CSc2n[nH]c(-c3ccccc3Cl)n2)CC1	x	x	u	6.9%	x	x	x	-31.0%	0.4%
Cc1nc2sc(C#N)c(N)c2c2c1CCCC2	-17.0%	-2.2	u	-16.3%	i	-9.7%	15.6%	1.4%	0.1%
Cc1nc2c(-c3ccccc3)c(C)nn2c(C)c1CCC(=O)N1CCOCC1	u	-8.6	20.4%	x	i	13.6%	6.0%	-7.3%	0.3%
CCOCCCNC(=O)c1ccc2c(c1)NC(=O)C(CS(=O)(=O)Cc1ccc(F)cc1Cl)N2 (stereo unspecified)	x	x	-2.8%	6.6%	x	x	x	-13.6%	-0.3%
O=C1OC(C(=O)Nc2ccccc2)Cc2ccccc21 (stereo unspecified)	u	9.1	-26.8%	1.1%	i	-1.0%	36.3%	-40.2%	10.0%
COc1ccc(OC)c(NS(=O)(=O)c2ccc(-n3cccn3)cc2)c1	-7.0%	12.9	-5.6%&1.5%	17.1%	u	x	-24.2%	-17.4%&-20.2%	-0.2%&-2.3%
CCn1nc(C(=O)Nc2ccccc2C)c(Cl)c1Cl	4.5%	29.7	-3.4%	-4.6%	i	-7.4%	14.8%	-3.4%	4.3%
Cn1c(SCCN2CCOCC2)nc2sc3c(c2c1=O)CCCC3	20.0%	-12.4	-1.5%	-3.5%	i	22.1%	-13.4%	2.4%	4.2%
COc1cccc(CSc2nc3cc(C(=O)NC4CCCC4)ccc3c(=O)n2Cc2ccccc2)c1	x	x	6.7%	-0.5%	x	x	x	1.2%	-0.7%

Profiles as entered above. Values in the order: Nrf2 block	IL1B secr inh	TGFb SMAD3 inh	A549 viability	ATXN viability	MCF10A rerep	ATXN2 expr inh	HepG2 tox	Nrf2 ARE act
O=C1OC(C(=O)Nc2ccccc2)Cc2ccccc21 (stereo unspecified) as listed: u	9.1	-26.8%	1.1%	i	-1.0%	36.3%	-40.2%	10.0%
Cn1c(SCCN2CCOCC2)nc2sc3c(c2c1=O)CCCC3 as listed: 20.0%	-12.4	-1.5%	-3.5%	i	22.1%	-13.4%	2.4%	4.2%

(more compounds)
SMILES	Nrf2 block	IL1B secr inh	TGFb SMAD3 inh	A549 viability	ATXN viability	MCF10A rerep	ATXN2 expr inh	HepG2 tox	Nrf2 ARE act
CC(C)NC(=O)Nc1nnc([C@H]2C[C@H](O)[C@@H](CO)O2)s1	x	11.3	28.0%	x	i	x	3.8%	-0.2%	0.1%[9.22 µM]
O=C(OCCCCN1C(=O)c2ccccc2C1=O)c1n[nH]c2ccccc12	u	12.3	-8.7%	-8.2%	i	-188.9%[0.0737 µM]	-9.5%	-18.4%	2.7%
S=c1[nH]ccn1Cc1ccccc1	8.2%	1.4	-6.5%	5.5%	i	-4.6%	-6.2%	14.0%	-0.6%
O=C(NCc1ccccn1)C12CC3CC(CC(C3)C1)C2	9.1%	-4.5	-26.7%	-1.0%	i	u	-11.7%	-12.3%	0.1%
COc1ccc(CCC(=O)Nc2ncc(C)s2)cc1	12.3%	-11.0	2.5%	3.6%	i	0.6%	x	12.0%	4.9%
COC(=O)c1c(C)nn(-c2ccc(F)cc2)c1-n1cccc1	-16.1%	x	x	1.4%	x	x	x	-14.9%	0.8%
COc1ccccc1/C=C/C(=O)N1CCN(S(=O)(=O)c2cccs2)CC1	-11.5%	u	-0.5%	-0.7%	i	1.4%	-2.5%	-11.9%	0.3%
CC1=NN(c2ccccc2)C(=O)C1N=Nc1cccc(O)c1 (stereo unspecified)	55.2%	42.3	u	-15.9%	i	u	57.0%[activator]	-88.2%	u
Cc1ccc2nc3c(cc2c1)c(NC(=O)c1ccco1)nn3CC(C)C	4.5%	-23.7	-11.6%	2.3%	x	12.3%	-14.2%	-19.9%	-0.4%
COc1ccc(NC(=O)Cn2c(=O)n(Cc3nc(-c4ccccc4)no3)c(=O)c3ccccc32)cc1Cl	-12.4%	x	u	8.0%	x	x	x	-0.5%	0.3%
O=C(c1ccco1)N1CCN(C(=O)c2cc3ccccc3oc2=O)CC1	3.9%	2.9	18.4%	0.6%	i	-3.8%	0.1%	-8.6%	1.3%
Cc1ccc(C)c(NC(=O)NCc2ccccn2)c1	0.4%	-13.0	4.9%	3.5%	i	-2.1%	5.4%	0.4%	-0.2%

This is a random part of the collection (roughly 8.8% active in at least one column).
